Assay outcomes from PubChem.
Bim-Bcl-B: inhibitors of Bim-Bcl-B interaction, human; Q9HD36; bead-based flow cytometry, Bim peptide-Bcl-B binding; inhibition, % at 10 µM; 0.073% of 190,000 active; AID 951;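 note: 0% = tracer peptide without compound and 100% = reference inhibitor peptide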
RGS4-Gao reg: human RGS4-Galphao interaction regulation; P09471; Multiplexed bead flow cytometry, RGS4-Galphao binding; actives lie on both sides; binding response (% of control), % at 10 µM; 0.33% of 220,000 active; AID 1415; in the data active = binding response below about 49% or above about 150%; inactive = in between;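 note: fluorescent Galphao activated with aluminum fluoride binding bead-coupled RGS4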
Bcl-W Bim block: human Bim-Bcl-W interaction inhibition. inhibition, % at 10 µM. bead-based flow cytometry, Bim peptide-Bcl-W binding. Q92843. 0.02% of 190,000 active;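 note: 0% = bound tracer without compound and 100% = peptide blocker; higher means less fluorescent Bim peptide bound to Bcl-W beads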
Target sequence (Q92843 whole entry, looked up): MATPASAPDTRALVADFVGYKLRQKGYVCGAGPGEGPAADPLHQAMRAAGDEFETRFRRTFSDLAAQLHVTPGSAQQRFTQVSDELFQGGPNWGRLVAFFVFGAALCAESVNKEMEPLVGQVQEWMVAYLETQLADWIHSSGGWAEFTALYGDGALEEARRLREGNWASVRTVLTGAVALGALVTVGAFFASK
Bcl-2 Bim block: inhibitors of Bim-Bcl-2 interaction, human; P10415; Bead-based flow cytometry, Bim peptide-Bcl-2 binding; inhibition, % at 10 µM; 0.06% of 190,000 active; AID 950; in the data active = inhibition above about 40%; inconclusive = no clear call, values can overlap the other calls;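 note: 0% = no compound wells with probe peptide and 100% = reference peptide inhibitor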
Target sequence (P10415 whole entry, looked up): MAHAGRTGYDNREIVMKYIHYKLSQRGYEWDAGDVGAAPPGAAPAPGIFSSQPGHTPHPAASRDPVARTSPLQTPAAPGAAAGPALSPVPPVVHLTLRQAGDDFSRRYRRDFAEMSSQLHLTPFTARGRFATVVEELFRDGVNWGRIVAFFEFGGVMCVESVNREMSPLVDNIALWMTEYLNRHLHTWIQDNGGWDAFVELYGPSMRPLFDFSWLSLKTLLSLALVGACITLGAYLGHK
Bim-Mcl-1: disrupts Bim peptide binding to human Mcl-1. Q07820. Bead-based flow cytometry, Bim peptide-Mcl-1 binding. inhibition, % at 10 µM. 0.1% of 190,000 active;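 note: 0% = no compound tracer wells and 100% = peptide blocker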
Target sequence (Q07820 whole entry, looked up): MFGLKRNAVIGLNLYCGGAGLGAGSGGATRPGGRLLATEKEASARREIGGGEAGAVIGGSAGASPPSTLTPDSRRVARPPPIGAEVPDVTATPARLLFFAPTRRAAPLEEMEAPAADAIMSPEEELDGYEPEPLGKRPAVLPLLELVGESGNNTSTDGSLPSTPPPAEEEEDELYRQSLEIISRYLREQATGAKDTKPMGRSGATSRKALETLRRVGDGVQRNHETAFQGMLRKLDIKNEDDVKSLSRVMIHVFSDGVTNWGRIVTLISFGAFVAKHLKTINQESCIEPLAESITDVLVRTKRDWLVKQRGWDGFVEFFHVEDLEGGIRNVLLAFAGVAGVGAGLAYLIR
RGS8-Gao: regulators of human RGS8-Galphao interaction; P09471; multiplexed bead flow cytometry, RGS8-Galphao binding; actives lie on both sides; response (percent of control binding), % at 10 µM; 0.34% of 220,000 active; in the data active = response below about 60% or above about 140%; inactive = in between;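 note: Galphao activated as the GDP aluminium fluoride complex binding bead-coupled RGS8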
Mcl1-Bid inh: Mcl-1/Bid interaction inhibition. Q07820. TR-FRET Mcl-1/Bid-Dy647 peptide binding, 1536-well. inhibition, % at 21.7 µM. 0.97% of 220,000 active. AID 1021;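 active = compounds that cut the binding signal by more than half at the single screening dose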;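 note: His-tagged Mcl-1 with europium anti-His antibody binding Bid BH3 peptide; 0% = Mcl-1 plus peptide wells and 100% = peptide-only wells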
RGS7-Gao: modulates binding of RGS7 to human Galphao; Multiplexed bead flow cytometry; actives lie on both sides; 0.35% of 220,000 active; P09471; binding response (% of control), % at 10 µM; in the data active = binding response below about 49% or above about 150%; inconclusive = no clear call, values can overlap the other calls; inactive = in between;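 note: fluorescent Galphao held in activated GDP-AlF4 state binding bead-coupled RGS7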
Bim-Bfl-1: disrupts Bim binding to human Bfl-1; Bead-based flow cytometry, Bim-Bfl-1 binding inhibition; inhibition, % at 10 µM; Q16548; 0.12% of 190,000 active;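 note: 0% = wells without compound plus tracer and 100% = blocker peptide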
Mcl1 Noxa PPI: disrupts binding of human Mcl-1 to Noxa peptide. Q07820. TR-FRET Mcl-1/Noxa peptide binding, 2 h. inhibition, % at 21.7 µM. 1.5% of 220,000 active;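 active = compounds that cut the protein-peptide binding signal by more than 50% relative to plate controls in a single-dose test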;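 note: His-tagged Mcl-1 with rhodamine Noxa BH3 peptide and terbium anti-His antibody; 0% = Mcl-1 plus Noxa peptide wells and 100% = peptide-only wells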
Bcl-XL Bim block: disrupts Bim peptide binding to human Bcl-XL; bead flow cytometry, fluorescence; inhibition, % at 10 µM; 0.04% of 190,000 active; AID 1007
Target sequence (Q07817 whole entry, looked up): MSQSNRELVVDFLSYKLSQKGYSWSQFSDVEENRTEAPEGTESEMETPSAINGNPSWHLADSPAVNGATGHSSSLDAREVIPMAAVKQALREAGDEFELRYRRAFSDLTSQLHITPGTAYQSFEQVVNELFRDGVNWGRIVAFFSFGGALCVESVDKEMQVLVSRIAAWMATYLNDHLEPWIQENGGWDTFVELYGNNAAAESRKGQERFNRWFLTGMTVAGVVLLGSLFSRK
Numbers without * were called inactive; ? = inconclusive; · = not tested or not shown; [ ] = remark or other dose. Cut-off read from the data, not from the text of the source, unless noted: active = inhibition above about 40%.

Bim-Bcl-B	RGS4-Gao reg	Bcl-W Bim block	Bcl-2 Bim block	Bim-Mcl-1	RGS8-Gao	smiles	Mcl1-Bid inh	RGS7-Gao	Bim-Bfl-1	Mcl1 Noxa PPI	Bcl-XL Bim block
0	103	3	1	8	102	N#Cc1c(C#N)c(-c2ccccc2)n(-c2ccc(C(=O)O)cc2)c1N	-41	102	-13	5	-3
-3	102	-5	-1	15	100	Nc1c(NCCCN2CCOCC2)c2ccccc2oc1=O	-55	103	-1	2	3
16	103	1	-4	-1	103	N#Cc1c(/N=C/c2ccco2)oc(-c2ccccc2)c1-c1ccccc1	3	104	-5	20	-4
-4	99	0	0	-2	98	CC(=O)N1N=C(c2cccc(Br)c2)OC12CCCC2	-14	105	-2	24	-1
-4	99	0	-8	0	99	CCc1ccccc1OCc1nnc(N)s1	-10	99	-12	-6	-4
-1	119	1	-3	0	104	Cc1cc(C)cc(N(CC(=O)NCCSCc2ccccc2)S(C)(=O)=O)c1	-12	180*[activator]	-4	14	0
-6	99	0	4	-1	97	COC(=O)CSc1nc2sc3c(c2c(=O)n1C1CCCCC1)CCN(C)C3	14	106	9	-6	-2
2	105	-2	-3	2	103	CCCCN(C(=O)c1ccc(Cl)c([N+](=O)[O-])c1)c1c(N)n(CCC)c(=O)[nH]c1=O	-5	106	-3	-1	-1
-8	66	-2	-7	0	85	O=C(C1CCCCC1)N1CCCn2c1nc1ccccc12	-9	68	-10	-11	-4
-10	102	-2	-4	-1	100	CCCCCn1c(=O)[nH]c2cc(C(=O)NCc3ccco3)ccc2c1=O	-9	104	-9	-2	-2

Another view of four compounds above:
Results follow in this order: Bim-Bcl-B	RGS4-Gao reg	Bcl-W Bim block	Bcl-2 Bim block	Bim-Mcl-1	RGS8-Gao	Mcl1-Bid inh	RGS7-Gao	Bim-Bfl-1	Mcl1 Noxa PPI	Bcl-XL Bim block
- N#Cc1c(/N=C/c2ccco2)oc(-c2ccccc2)c1-c1ccccc1
    16	103	1	-4	-1	103	3	104	-5	20	-4
- CC(=O)N1N=C(c2cccc(Br)c2)OC12CCCC2
    -4	99	0	0	-2	98	-14	105	-2	24	-1
- CCc1ccccc1OCc1nnc(N)s1
    -4	99	0	-8	0	99	-10	99	-12	-6	-4
- Cc1cc(C)cc(N(CC(=O)NCCSCc2ccccc2)S(C)(=O)=O)c1
    -1	119	1	-3	0	104	-12	180*[activator]	-4	14	0

Carrying on:
Bim-Bcl-B	RGS4-Gao reg	Bcl-W Bim block	Bcl-2 Bim block	Bim-Mcl-1	RGS8-Gao	smiles	Mcl1-Bid inh	RGS7-Gao	Bim-Bfl-1	Mcl1 Noxa PPI	Bcl-XL Bim block
-8	97	-2	-10	-3	99	COC(=O)c1[nH]c(C)c(/C(O)=C2\C(=O)C(=O)N(CCN(C)C)C2c2cccs2)c1C (centres undefined)	-2	102	-15	9	-7
-3	100	-6	-6	-2	100	O=C(CNC1CCCCCC1)Nc1ccccc1N1CCOCC1	19	102	-7	34	-3
0	96	-3	-3	-3	100	CCn1c(=O)cc(SCC(=O)Nc2cccnc2)c2ccccc21	-2	97	0	-19	-4
-7	105	-2	-2	-6	103	CCCNC(=O)c1cc(-c2ccc(OC)cc2)n(CCCOC)c1C	-3	106	-1	8	-7
-3	100	0	-8	-3	98	CCOc1cc(C(=O)Nc2cnccn2)cc(OCC)c1OCC	-2	99	-18	-2	-7
-8	106	0	-10	-2	102	COc1ccc(Cl)cc1NC(=O)CS(=O)(=O)c1cccc2nsnc12	-23	106	-10	16	4
-5	103	-4	-4	-2	105	O=C(Nc1ccc(Cl)cc1)N1CC=CCC1	-3	106	-1	2	-5
-4	102	2	-2	-1	100	CC(C)c1csc2nc3n(c(=O)c12)CCCCC3	-14	?	-5	-3	-1
·	98	·	·	·	101	CCn1nc(C(=O)OCc2cccc(S(=O)(=O)N(C)C)c2)c2ccccc2c1=O	-13	?	·	49	·
-4	104	0	-1	0	101	Cc1ccccc1OCC(=O)NC(=S)Nc1ccc(S(=O)(=O)NC2CCCCC2)cc1	-44	104	0	16	-1
-8	99	-9	-5	-4	101	Cc1nc(C)c(CCNC(=O)c2ccc(C(F)(F)F)cc2)s1	-23	99	-5	14	-9
-7	102	-2	-9	-2	103	O=C(NCc1cccnc1)c1sc2ccccc2c1Cl	-3	98	-10	-5	-7
11	90	19	27	10	88	COc1ccc(/C=N/NC(=O)c2cc(O)c(O)c(O)c2)cc1Cn1cc([N+](=O)[O-])cn1	-101	?	28	93*	10
-3	104	-2	-5	-1	102	COc1ccc2cc(CN(CC3CCCO3)S(=O)(=O)c3ccc(C(C)=O)cc3)c(=O)[nH]c2c1 (centres undefined)	4	97	-16	7	-4
·	99	·	·	·	101	Cc1cc(O)c2/c(=N\N)c(-c3csc(C)n3)coc2c1	-11	?	·	8	·
-3	125	1	-1	0	141*[activator]	Fc1ccc(C(Nc2ccccn2)c2c[nH]c3ccccc23)cc1 (centres undefined)	-11	133	-2	11	0
-2	97	0	-3	-3	100	CCN(CC)S(=O)(=O)c1cccc2nsnc12	-15	97	0	-10	0
-3	104	2	-3	2	99	Cc1cccc(C(=O)Nc2cc(C)ccc2NC(=O)COc2ccccc2)c1	-24	100	-10	0	-2
-1	99	1	-2	2	101	CCCNS(=O)(=O)c1cc(Cl)ccc1OC	-6	100	-5	-11	0
-11	100	-2	-17	-1	100	CCSC1=N/C(=C\c2ccccc2)C(=O)N1	-31	96	-11	12	-6
0	99	1	0	2	92	COc1ccc(C(=O)CSc2nc(C(C)(C)C)nc3ccccc23)cc1	7	97	0	7	0
-2	102	5	-4	1	102	CCOC(=O)C1CCN(C(=O)CSCc2nc(-c3ccc(OCC)cc3)oc2C)CC1	-43	98	-9	-14	-1
·	97	·	·	·	101	COc1ccc(C(C)=O)cc1CSc1nnnn1-c1ccc(O)cc1	-8	?	·	29	·
-1	101	1	-6	-1	102	O=C(N/N=C1\CC2CC=CC12)c1ccc(Br)cc1 (centres undefined)	-4	102	-5	16	2
-3	101	0	-6	-1	99	COc1ccc2cc(CCC(C)=O)ccc2c1	-3	101	-2	-29	-1
2	101	2	7	3	85	COc1cc(Cl)nn(-c2ccccc2)c1=O	-30	105	3	-9	0
3	95	6	1	4	100	CCOc1ccccc1-n1c(SCC(N)=O)nnc1-c1ccc(O)cc1	-19	96	0	3	8
-8	98	0	-5	-1	101	Cc1cc(C)cc(N(CC(=O)NCc2ccc3c(c2)OCO3)C(=O)CCC(=O)Nc2ccccn2)c1	1	98	-16	0	-6
-2	92	-3	-4	0	97	CCOc1ccccc1C(=O)NCC(=O)NCCCc1ccccc1	-8	100	-2	5	-2
-2	101	-5	-6	-3	101	CCNC(=O)COC(=O)CCC(=O)c1cccs1	0	103	-2	10	-3
·	100	·	·	·	99	Clc1c(Cl)c(Cl)c2n[nH]nc2c1Cl	41	?	·	3	·
-2	89	-7	-1	-5	92	Cc1cc(C(=O)N/N=C2\CCCC(=O)C2)c(C)n1-c1ccccc1	-41	89	-4	16	-2
-9	101	-3	-10	-8	97	CCOC(=O)N1CCC(Nc2c(Nc3ccc(F)cc3)c(=O)c2=O)CC1	-5	99	-21	4	-9
0	99	-2	0	-1	100	CCC(Oc1ccccc1)C(=O)NCc1cccnc1 (centres undefined)	-18	100	0	-15	0
-2	98	1	0	-1	101	COC(=O)CNC(=O)COC(=O)c1ccc(Cl)nc1	-9	?	-3	2	1
0	100	0	-1	0	96	Cc1nc2c(sc3nc4c(cc32)COC(C)(C)C4)c(=O)n1CC(=O)NCc1ccco1	-22	95	4	·	1
-2	102	-1	-2	0	103	Cc1ccc(C2(C(F)(F)F)NC(=O)N3N=C4CCCCCN4C3=C2C#N)cc1 (centres undefined)	0	?	-4	-15	0
-7	98	1	-13	-1	96	O=C(CN(c1cccc(C(F)(F)F)c1)S(=O)(=O)c1ccccc1)N1CCOCC1	-1	98	-16	-1	0
-10	103	0	-2	-4	105	COc1ccc(CNCc2cn(-c3cccc(F)c3)nc2-c2ccc(C)o2)cc1	0	107	-4	22	-6
1	101	2	0	-1	101	CC(C)(C)c1ccc(C(=O)Nc2ccc(CC(=O)O)cc2)o1	-10	99	0	6	1
-1	101	0	-3	-1	102	Cc1ccc(Nc2nc(N)nc(CN3CCN(Cc4ccc5c(c4)OCO5)CC3)n2)c(C)c1	-12	103	-1	6	-1
-10	93	2	3	0	96	CCN(CC)c1ccc(NS(=O)(=O)c2ccc(OC)cc2)cc1	-45	96	5	43	-2
·	97	·	·	·	101	O=S1(=O)[C@H]2C[C@@H]3CC[C@]2(CN1Cc1cccc(F)c1)O3	-25	?	·	-5	·
-6	108	0	-7	0	102	Cc1cc(Cl)cc(C)c1OCCCCn1ccnc1	2	108	-12	-4	-10
-6	105	-1	-7	0	103	CCOc1ccccc1NC(=O)Cn1c(=O)n(CCC(=O)NC2CCCC2)c(=O)c2ccccc21	1	101	-10	9	8
·	94	·	·	·	100	O=C(CCn1cnc2ncccc2c1=O)N1CCN(c2cccc(Cl)c2)CC1	-20	?	·	15	·
·	98	·	·	·	98	CSc1c(-c2ccccn2)c(N)nn1C(=O)C1CC1	-22	?	·	3	·
-6	101	3	-4	0	98	Cc1ccc(N2CCN(C(=O)c3ccccc3Br)CC2)c(C)c1	-29	104	-6	-10	1
-4	100	-2	-5	1	102	O=S(=O)(Cc1ccccc1)N1CCCCC1	-6	102	-7	15	-4
2	80	3	2	-4	88	c1coc(CNc2ncnc3c2oc2ccccc23)c1	-59	80	2	-15	0

More records follow:
Bim-Bcl-B	RGS4-Gao reg	Bcl-W Bim block	Bcl-2 Bim block	Bim-Mcl-1	RGS8-Gao	smiles	Mcl1-Bid inh	RGS7-Gao	Bim-Bfl-1	Mcl1 Noxa PPI	Bcl-XL Bim block
·	99	·	·	·	101	C/C(=N\NC(N)=S)c1ccccc1	-74	?	·	2	·
-2	100	-3	-1	-1	100	COC(=O)c1c(-c2ccc(F)cc2)csc1NC(=O)C1CCCO1 (centres undefined)	-44	?	-3	-1	-4
-16	97	-1	-3	-3	100	COC(=O)c1sccc1NC(=S)Nc1cc(OC)ccc1OC	-39	105	-1	10	-6
21	105	13	0	0	98	O=C(CC1Nc2ccccc2NC1=O)NCCCN1CCCCCC1 (centres undefined)	-31	106	-1	-1	6
-8	113	-3	-3	-7	106	Cc1nc2ccccc2cc1OCc1ccc(Cl)cc1	-4	104	-6	7	-5
-8	97	0	-8	-2	97	Cc1cccc(Nc2nc(N)nc(CN3CCC(C(N)=O)CC3)n2)c1C	-20	101	-9	-10	-3
-7	97	-2	-1	-1	87	CCOc1ccc(/C=N/NC(=O)c2ccccc2NC(=O)c2ccc(OC)cc2)cc1	-3	95	-1	-1	-5
·	105	·	·	·	99	CCOCCCN(C(=O)Cn1nnc(-c2ccc(C)o2)n1)C(C(=O)NCC1CCCO1)c1ccc(F)cc1 (centres undefined)	-26	?	·	0	·
-6	102	-1	-3	-3	101	CCOc1ccc(CCNC(=O)COC(=O)c2cccnc2OCC)cc1OCC	11	98	-3	27	-6
-5	97	0	-9	0	102	O=C(NCc1ccccn1)c1n[nH]c2ccccc12	-25	96	-14	·	4
-1	98	0	0	-1	98	Cc1sc2ncn(CC(=O)NCC3COc4ccccc4O3)c(=O)c2c1S(=O)(=O)N1CCOCC1 (centres undefined)	-29	?	3	-9	0
-10	99	-4	-14	-12	99	Cc1csc(NC(=O)C2C3C=CC(O3)C2C(=O)O)n1 (centres undefined)	24	97	-28	2	-15
-11	104	3	-11	0	104	Cn1/c(=N/N=C/c2ccc(Cl)c([N+](=O)[O-])c2)sc2ccccc21	-28	105	-12	-1	0
-4	103	-6	-6	1	100	CCCc1cc(=O)oc2cc3occ(C)c3cc12	-8	100	-10	6	-1
